Screens from PubChem BioAssay.
GLP-1R agonist – activates the human GLP-1 receptor | 380,000 tested, 0.007% active | HEK293 GLP-1R CRE-luciferase, luminescence, 4-6 h; cells express a hypersensitive GLP-1R form | P43220 | Potency, µM (titrated, usually from 45.6 µM), for inactives: at the highest dose activation, hits mostly activators; further: potency means the concentration at half of the fitted maximal effect; % of control where 0% means no effect
Target sequence (P43220 whole entry, looked up): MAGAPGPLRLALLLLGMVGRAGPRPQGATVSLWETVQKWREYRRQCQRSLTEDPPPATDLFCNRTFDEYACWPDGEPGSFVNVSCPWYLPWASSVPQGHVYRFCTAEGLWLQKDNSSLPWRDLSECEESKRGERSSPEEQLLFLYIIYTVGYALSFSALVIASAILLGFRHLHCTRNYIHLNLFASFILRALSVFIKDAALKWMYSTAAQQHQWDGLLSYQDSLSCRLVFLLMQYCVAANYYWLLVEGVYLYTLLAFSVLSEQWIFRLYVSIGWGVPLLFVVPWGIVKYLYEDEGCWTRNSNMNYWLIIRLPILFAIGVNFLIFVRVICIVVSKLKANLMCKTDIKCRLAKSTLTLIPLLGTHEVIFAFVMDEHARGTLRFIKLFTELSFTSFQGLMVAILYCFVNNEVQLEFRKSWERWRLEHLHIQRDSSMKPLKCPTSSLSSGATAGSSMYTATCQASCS
GLP-1R inv ag – inverse agonists of human GLP-1 receptor | HEK293 GLP-1R CRE-luciferase, luminescence, 24 h; GLP-1R form is constitutively active | AID 624417 | P43220 | Potency, µM (doses to about 38.3 µM), for inactives: at the top dose activity change, negative = inhibition, usual class: inhibitors | 410,000 tested, 1.6% active; further: potency means the concentration at half of the fitted maximal effect; on the % scale 0 is the no-effect control and ±100 the full control effect; nearly all actives have a fitted effect of over 55% in size
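Seeding at 200 cells/uL, 12 h culture, 24 hr compound treatment, then luciferase reagent and a luminescence read; cells are HEK293 stably expressing a constitutively active GLP-1R plus cAMP-responsive luciferase.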
WRN helicase inh – WRN helicase (human) inhibition; Q14191; WRN helicase unwinding, fluorescent forked duplex, kinetic; Potency, µM (top dose mostly 114 µM), without a hit: at the highest dose activity change, negative = inhibition, usual class: inhibitors; 360,000 tested, 0.46% active; further: potency means the concentration at half of the fitted maximal effect; on the % scale 0 is the no-effect control and ±100 the full control effect; nearly all actives have a fitted effect of over 55% in size
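Fluorescence dequenching readout, ex 525 nm/em 598 nm, kinetic mode: forked duplex DNA (100 nM final) with adjacent fluorophore and quencher unwound by WRN (20 nM final) with 2 mM ATP. Compound preincubation 15 min, room temperature.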
HEK293 tox – cytotoxicity in counter-screen for GLP-1R inverse agonists; HEK293 cAMP-luciferase reporter cells, luminescence, 24 h; Potency, µM (titrated, usually from 38.3 µM), for inactives: at the highest dose activity change, negative = inhibition, most hits filed as inhibitors; 410,000 tested, 0.13% active;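 further: loss of luciferase light is scored as toxicity; potency means the concentration at half of the fitted maximal effect; on the % scale 0 is the no-effect control and ±100 the full control effect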
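Step one: seed cells (200 cells/uL, DMEM with 10% Nu serum, 1% pen-strep). Step two: 12-hour incubation at 37 deg C. Step three: pin 23 nL compound, incubate 24 hr. Step four: add luciferase reagent, read luminescence 12 min later.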
IL2 activator – IL-2 activation; IL-2 activation reporter assay, cell-based qHTS; stimulated with anti-CD3/CD4/CD28 beads; in transgenic mouse T cells; activation, % (series mostly up to about 46 µM); 360,000 tested, 0.065% active; AID 652025; in the data active means activation above about 50%; inconclusive means mostly about 30% to 49%; further: 0% is about no effect
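First, unstimulated transgenic mouse T cells were exposed to compound for 60 min. Next, anti-CD3/anti-CD4-coated beads with anti-CD28 were added. Finally, after 18 h at 37 degrees C, EGFP and DsRed were imaged.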
D3 ag – D3 dopamine receptor (human) agonism; D3R DiscoveRx beta-arrestin cells, luminescence, 90 min; max activation, %; 410,000 tested, 0.58% active; AID 652048; in the data active means max activation above about 30%; further: 0% is about no effect; mostly tested at two doses, the higher about 12 µM
Target sequence (P35462 whole entry, looked up): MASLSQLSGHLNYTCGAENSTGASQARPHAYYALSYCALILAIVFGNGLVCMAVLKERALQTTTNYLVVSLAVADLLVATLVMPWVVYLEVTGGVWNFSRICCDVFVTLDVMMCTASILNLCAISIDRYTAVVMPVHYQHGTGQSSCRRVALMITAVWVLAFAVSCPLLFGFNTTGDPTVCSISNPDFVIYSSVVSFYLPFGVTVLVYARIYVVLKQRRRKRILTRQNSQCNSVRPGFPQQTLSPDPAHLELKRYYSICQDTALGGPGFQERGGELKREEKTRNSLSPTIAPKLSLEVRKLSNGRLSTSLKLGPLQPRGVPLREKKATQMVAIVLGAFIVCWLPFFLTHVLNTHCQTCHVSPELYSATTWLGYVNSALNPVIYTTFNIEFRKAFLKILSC
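Agonist-mode cell screen: cells plated at 1500/well and incubated overnight at 37 °C, then exposed to library compounds for 90 min at 37 °C. Detection reagent was added for 30–60 min at room temperature, and luminescence was read.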
PI5P4K alpha inh – blocks human PI5P4K alpha kinase activity | max response, % | 330,000 tested, 1.2% active | AID 652105 | PI5P4Kalpha enzyme, ADP-Glo luminescence, 60 min; stronger effect = lower value | P48426; active means max response of -50% or lower; inconclusive means between -30% and -50%; inactive means -30% or higher; further: value at the top dose of about 77 µM; on the % scale 0 is the no-effect control and ±100 the full control effect
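qHTS, 1536-well: enzyme/substrate mix, compound by pin tool, 5 microM ATP final; RT 60 min; ADP-Glo reagents 1 (45 min) then 2 (30 min); luminescence.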
PLK1 PBD block – PLK1 (human) polo-box domain binding inhibition | Potency, µM, for the others: max response, negative = inhibition, actives largely listed as inhibitors | P53350 | 360,000 tested, 2.8% active | Plk1 PBD binding of FITC phosphopeptide, fluorescence polarization; further: potency means the concentration at half of the fitted maximal effect; series mostly up to about 57 µM; on the % scale 0 is the no-effect control and ±100 the full control effect; nearly all actives have a fitted effect of over 65% in size
DRD3 antagonist – D3 dopamine receptor (human) antagonism; P35462; D3R cells, DiscoveRx beta-arrestin luminescence, antagonist mode; stronger effect = lower value; max response, negative = inhibition, %; 360,000 tested, 2.5% active; in the data active means max response below about -50%; inconclusive means no clear call, values can overlap the other calls; further: on the % scale 0 is the no-effect control and ±100 the full control effect; mostly tested at two doses, the higher about 12 µM
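Cells plated overnight at 1500 cells/well, then exposed to library compounds with dopamine controls for 90 minutes at 37 degrees C. DiscoveRx reagent added for 30–60 minutes at room temperature; luminescence read, quantitative HTS format.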
Numbers without * were called inactive; ? = inconclusive; / = no result given; & = joins results of further samples; ! = repeats disagree; [ ] = remark or other dose. Unless noted, the call rests on the fitted dose curve; in most records, active means well fitted curve in the direction sought with a large enough effect; inconclusive means small, poorly fitted or top-dose-only effect, or another doubt; inactive means no such curve, though single readings can be large; an effect the other way counts as inactive or inconclusive. Compounds as they come; 7.8% or so of the library scored in one or more.

entry | mol | GLP-1R agonist | GLP-1R inv ag | WRN helicase inh | HEK293 tox | IL2 activator | D3 ag | PI5P4K alpha inh | PLK1 PBD block | DRD3 antagonist
1 | CC(=O)c1ccc(NC(=O)C2CCN(S(=O)(=O)c3cccs3)CC2)cc1 | 25% | 0% | 4% | 3% | -0.3 | -8 | 3 | 4% | 1
2 | CC(C)CNS(=O)(=O)c1ccc(C(=O)Nc2ccc3c(c2)OCCO3)cc1 | 2% | 4% | -9% | 5% | 0.0 | 1 | / | -4% | 13
3 | CCOC(=O)c1cccc(NS(=O)(=O)c2ccc(NC(C)=O)cc2)c1 | 2% | -2% | -9% | 4% | -1.0 | 0 | 3 | -9% | -25
4 | CCn1c(SCC(=O)Nc2ccc(NC(=O)c3cccs3)cc2)nnc1-c1cccnc1 | -3% | 1% | 29% | 4% | 0.0 | 4 | -4 | 0% | -1
5 | COc1ccc(N(CC(=O)Nc2ccc(C)c(C)c2)S(=O)(=O)c2c(C)noc2C)cc1 | 2% | ? | -6% | 8% | -0.5 | -15 | 7 | 4% | 0
6 | CS(=O)(=O)N(CCc1ccccc1)CC(=O)N1CCCC1 | 0% | 32%[activator] | -7% | 1% | 0.2 | 19 | 7 | 1% | 5
7 | COc1ccccc1N1CCN(S(=O)(=O)CCNC(=O)c2cccc(F)c2)CC1 | -7% | ? | 3% | 10% | -6.3 | -6 | 0 | -9% | 0
8 | CN(Cc1ccco1)C(=O)c1cc2c(s1)-c1ccc(Cl)cc1S(=O)(=O)C2 | 3% | -2% | -3% | -12% | -0.8 | -4 | -5 | -3% | 6
9 | Cc1cccc(N2CCN(C(=O)C(C)C)CC2)c1C | -11% | -15% | 7% | -8% | 0.4 | -8 | -8 | 30µM* | 13
10 | O=C(COc1ccc(Br)cc1)N/N=C1\SCC(=O)N1c1ccc(F)cc1 | 2% | 5% | 7% | 19% | -0.5 | 2 | 2 | -19% | ?
11 | Nc1nnc(-c2cccnc2)s1 | -4% | -3% | 6% | 5% | -1.4 | 0 | 3 | -2% | -5
12 | Cc1ccc(N2CCN(S(=O)(=O)c3ccc4c(c3)oc(=O)n4C)CC2C)cc1 (stereo not given) | -4% | ? | -2% | -6% | -3.4 | -1 | 0 | -1% | 3
13 | CC(C)CCOc1ccc(C(=O)NN2C(=O)NC3(CCCCC3)C2=O)cc1 | 13% | ? | -5% | 4% | 0.5 | 5 | -2 | -8% | 5
14 | O=C(NCc1ccc2c(c1)OCO2)C1CCCN(S(=O)(=O)c2cccnc2)C1 (stereo not given) | 1% | -19% | 7% | -7% | -0.8 | 1 | -3 | -12% | 2
15 | COCCOC(=O)N1CCCCC1c1cc(C(=O)Nc2cccc3c2CCCC3)no1 (stereo not given) | 12% | -22% | -2% | 5% | -0.2 | -7 | 4 | -1% | 0
16 | NC(N)=N/N=C/c1ccc(Cl)c(Cl)c1 | -4% | ? | 7% | ? | -0.5 | -4 | 1 | -8% | -19
17 | CCOC(=O)Cn1cc(/C=N/NC(=O)CC#N)c2ccccc21 | 9% | 11% | 5% | 20% | -0.4 | 4 | -1 | -9% | -26
18 | Cc1ccc(CNC(=O)CN2CCN(Cc3ccc(F)cc3Cl)C2=O)cc1 | 0% | -17% | / | 7% | / | -1 | / | / | /
19 | O=C(Nc1ncccc1O)c1cc2ccccc2o1 | -26% | 11µM* | -14% | ? | -5.5 | 0 | ? | -2% | -5
20 | CN(C(=O)CSc1cn(CC(=O)N2CCOCC2)c2ccccc12)c1ccccc1 | 5% | -21%&6% | 0% | 1%&0% | -1.9 | 4&13 | -21 | 12µM* | -10
21 | O=C(CN(c1ccc(F)cc1)S(=O)(=O)c1ccc2c(c1)OCCO2)Nc1ccccc1 | -5% | 0% | -14% | 4% | -0.9 | -3 | 0 | -9% | -12
22 | COc1cc(NC(=O)c2ccc(C)cc2)c(OC)cc1NC(=O)CN1CCOCC1 | 5% | -8% | -2% | -6% | -0.2 | 11 | 0 | 2% | -2
23 | CCc1ccc(NC(=O)CN(c2ccc(OC)cc2)S(=O)(=O)c2c(C)nn(C)c2C)cc1 | 9% | 13% | -2% | -12% | -0.5 | -1 | 15 | 1% | 0
24 | Cc1cc(=O)oc2cc(OCC3CC(c4ccc(N(C)C)cc4)=NO3)ccc12 (stereo not given) | 3% | 4% | 0% | 12% | -0.7 | -6 | 1 | -9% | 15
25 | C/C(CC(=O)Nc1ccc2c(c1)OCCO2)=N\NC(=O)C(=O)Nc1ccccc1C | 4% | 16% | -1% | -5% | 0.1 | -1 | -3 | -8% | -4
26 | CC1(C)CC(Cc2cccc(C(F)(F)F)c2)N(C(=O)OC(C)(C)C)C1 (stereo not given) | -2% | 8% | -3% | 12% | -1.7 | 1 | 7 | -6% | 5
27 | C=CCn1c(SCc2nc3ccccc3[nH]2)nnc1-c1ccncc1 | 10% | -2% | -3% | -23% | -0.3 | 10 | / | -5% | 10
28 | O=C(O)C(=Cc1ccccc1[N+](=O)[O-])c1ccc2c(c1)OCO2 | 5% | 4% | 7% | -6% | -4.2 | 3 | -12 | 4% | 7
29 | CN(C)C(=O)CCc1ccc2c3c([nH]c2c1)[C@]1(C)[C@@H](C(=O)N2CCOCC2)C[C@H](CC(=O)NCC24CC5CC(CC(C5)C2)C4)C(=O)N1CC3 | 8% | -5% | -6% | -6% | 0.5 | -17 | -2 | -13% | 41
30 | CCC1Nc2ncnc(N3CCCCC3)c2N(Cc2ccc(Cl)cc2)C1=O (stereo not given) | -1%&10% | 10µM*! | 11%&0% | -36%&-4% | -0.2&-0.1 | -19&-1 | 0&1 | -7%&-1% | -65*!
31 | COc1ccc(-c2csc(N3CCC(c4ccccc4)CC3)n2)cc1 | 1% | 4% | 7% | -2% | 0.1 | 1 | 12 | 1% | 19
32 | COCC1CCN(C(=O)CCc2nnc(C3(c4ccc(Cl)cc4)CCC3)o2)C1 (stereo not given) | 12% | -27% | 4% | -15% | 0.6 | 2 | 0 | 0% | 0
33 | CC(C)OC(=O)C(C#N)c1nc2ccccc2nc1N1CCN(Cc2ccccc2)CC1 (stereo not given) | 0% | -8% | 6% | 33%[activator] | ? | -18 | 0 | -7% | -1
34 | O=C(NCCCN1CCCCCC1)C1CCCN(S(=O)(=O)c2cccc3nsnc23)C1 (stereo not given) | -5% | -3% | -9% | -28% | 0.2 | -4 | 5 | -1% | -1
35 | CCCCCCCCCCCCS(=O)(=O)CCC(=O)O | 2% | 2% | -7% | 1% | 3.8 | 4 | 26 | -9% | 6
36 | CCOC(=O)CSc1nc(=O)n2cc(C)ccc2n1 | 6% | -12%[7.66 µM] | 11% | 1%[7.66 µM] | 1.7 | -6 | 2 | -13% | -16
37 | O=C(NCc1ccco1)Nc1ccc(OC(F)(F)F)cc1 | -9% | ? | -4% | -5% | 0.9 | -14 | 1 | -2% | 7
38 | O=C(CCc1ccccc1)N=C1SC2CS(=O)(=O)CC2N1Cc1ccc(F)cc1 (stereo not given) | -5% | -21% | -8% | 0% | -3.7 | -2 | 0 | 1% | 1
39 | COc1ccc(S(=O)(=O)NCC(=O)NCCc2ccc(OC)c(OC)c2)cc1 | -1% | 16% | 3% | 1% | 1.3 | 3 | 0 | -4% | -8
40 | Cc1cccc(CSc2ncc(CO)n2C)c1 | 0% | -11% | -5% | 0% | -0.1 | -4 | -1 | -7% | -29
41 | C/C(=C\C(=O)c1c(O)cc(C)oc1=O)N(C)C | 3% | 17% | 6%[57.1 µM] | 4% | 0.9 | -4 | -9 | 30µM* | 9
42 | CCn1cc(C(=O)O)c(=O)c2cc(F)c(N3CCN(C(=S)NC(=O)c4ccccc4F)CC3)cc21 | 6% | 17% | -12% | 15% | 0.9 | -6 | -9 | -15% | -13
43 | CC1Oc2ccccc2N(CC(=O)N2CCCc3ccccc32)C1=O (stereo not given) | 10% | -1% | -7% | -22% | -3.0 | -25 | / | -3% | 10
44 | Cc1cccc(C)c1CC(=O)N1CCOCC1 | -10% | 1% | 2% | 2% | -0.3 | 3 | -8 | -3% | 8
45 | COC(=O)CCCC1=CC2=CC(=O)C(C)(OC(=O)c3cccs3)C(=O)C2=CN1Cc1ccccc1 (stereo not given) | -4% | 16% | -14% | -4% | 0.3 | -3 | -5 | -27% | 0

Part of the list above, limited to WRN helicase inh, GLP-1R agonist and DRD3 antagonist.
| nr | mol | WRN helicase inh | GLP-1R agonist | DRD3 antagonist |
| --- | --- | --- | --- | --- |
| 33 | CC(C)OC(=O)C(C#N)c1nc2ccccc2nc1N1CCN(Cc2ccccc2)CC1 (stereo not given) | 6% | 0% | -1 |
| 34 | O=C(NCCCN1CCCCCC1)C1CCCN(S(=O)(=O)c2cccc3nsnc23)C1 (stereo not given) | -9% | -5% | -1 |

Carrying on.
entry | mol | GLP-1R agonist | GLP-1R inv ag | WRN helicase inh | HEK293 tox | IL2 activator | D3 ag | PI5P4K alpha inh | PLK1 PBD block | DRD3 antagonist
46 | Cn1cccc1C(=O)NCC1COc2ccccc2O1 (stereo not given) | -1% | -1% | 0% | -5% | -4.3 | 2 | 9 | -10% | -8
47 | O=C(CSc1nc2ccccc2c(=O)n1C1CC1)NCc1ccccc1 | 0% | 4% | 3% | -6% | -2.4 | -8 | 0 | -9% | 9
48 | COC(=O)CSc1nc2nc(-c3cccs3)cc(C(F)(F)F)c2c(=O)[nH]1 | -2% | -4% | -3% | 9% | -0.9 | 1 | 1 | -8% | 4
49 | COC(=O)[C@H]1C[C@@H]1[C@H](NS(=O)(=O)c1ccc2ccccc2c1)c1ccccc1 | 4% | ? | 4% | 0% | -0.3 | 6 | -2 | 1% | 1
50 | O=c1[nH]cnc(O)c1C(c1ccc(F)cc1)c1c(O)nc[nH]c1=O | -1% | 4% | 1% | 13% | 0.1 | 2 | 2 | 1% | 66
51 | COc1ccc(N2C(=O)/C(=C\c3ccco3)N=C2SCC(=O)NC(C)C)cc1Cl | 1% | -3% | -3% | 2% | -2.4 | 3 | -11 | 0% | 3
52 | O=C(NC1CCCCCCC1)c1cc(COc2ccc3ncccc3c2)on1 | 8% | -7% | -3% | -3% | -2.4 | 1 | 0 | -3% | 15
